# DSG3 Ab inh: inhibitors of pemphigus antibody binding to DSG3, primary screen, biochemical, bead-based, flow cytometry, scFv-GFP; Desmoglein-3 (Homo sapiens), P32926; 310,000 tested, 0.48% active; binding (percent of control), % at 10 µM; AID 588358, 2011; DSG3-coupled beads, scFv-anti-DSG3-GFP binding; active compounds read low;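 active means binding more than 3 SD below its plate's average and above zero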;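 further: hits lower antibody fragment binding to DSG3; some compounds called inactive have numbers as strong as hits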
# PKA-R1A act: activators of PKA-R1A holoenzyme, primary screen, biochemical, fluorescence polarization, Cy5-IP20, bovine R1A, mouse PKAc. cAMP-dependent protein kinase type I-alpha regulatory subunit (Bos taurus) + …. PKA-R1A dissociation; scaled: DMSO 0%, 113 µM cGMP 100%. activation, % at 11.4 µM. 340,000 tested, 0.083% active;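 active means percent activation above the mean of all tested compounds plus 3 SD, cut at about 19% in these data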;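 further: higher means more PKAc released from R1A so a rise in polarization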
# MOR-DOR ag: agonists of OPRM1-OPRD1 heterodimerization, primary screen, cell-based, luminescence; AID 504326, 2011; cells; 340,000 tested, 0.3% active; Mu-type opioid receptor (Homo sapiens) + Delta-type opioid receptor (Homo sapiens), …; activation, % at 9.3 µM; in the data active means activation above about 18%;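 further: 0% = vehicle-treated cells and 100% = reference agonist; values of inactives mirror those of a sister screen read the other way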
# HTR5A ag: HTR5A agonists in luminescence cell assay, primary screen, counter-screen for OPRM1-OPRD1 heterodimer agonist project, full-deck HTS; 340,000 tested, 0.61% active; activation, % at 9.3 µM; AID 504692, 2011; cell-based; in the data active means activation mostly above about 9.5%, no sharp cut-off; inactive means mostly below about 7.6%;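 further: 0% = cells with vehicle only and 100% = reference agonist; strong numbers were not always called active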
# Target sequence (P47898 whole entry, looked up): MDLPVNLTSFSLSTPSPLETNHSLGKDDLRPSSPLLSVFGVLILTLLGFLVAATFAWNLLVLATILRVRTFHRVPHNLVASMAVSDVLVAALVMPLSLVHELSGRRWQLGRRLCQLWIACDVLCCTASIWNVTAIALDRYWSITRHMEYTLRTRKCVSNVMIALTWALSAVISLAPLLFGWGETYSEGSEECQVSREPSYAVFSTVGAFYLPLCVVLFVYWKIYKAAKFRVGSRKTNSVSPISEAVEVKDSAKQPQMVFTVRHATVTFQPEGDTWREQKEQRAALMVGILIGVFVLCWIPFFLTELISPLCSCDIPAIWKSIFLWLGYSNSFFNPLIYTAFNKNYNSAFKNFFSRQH
# Arrestin-AP2 inh: inhibitors of beta-arrestin/AP2 binding, primary screen, biochemical, GPCR trafficking, flow cytometry. FITC-arrestin peptide / GST-AP2 beads; AP2 beta2 appendage carries R879A mutation. inhibition, % at 10 µM. 340,000 tested, 0.31% active;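 active means inhibition above a set limit, near 3 SD of compounds lacking own fluorescence, cut at about 54% in these data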;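 further: plate controls were DMSO wells for no effect and 5 µM unlabelled arrestin peptide for full effect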
#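 System: GST-AP2 R879A glutathione beads. Medium: PBS with 0.05% Tween 20 and 0.1% BSA. Also added: FITC-arrestin peptide, 50 nM. Incubation: 12 min plus 1 h, RT. Measured by: high-throughput flow cytometry of beads, ex 488, em 535 nm. Evaluation: percent drop in bead-associated FITC signal.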
# DAGLB inhibitor: DAGLB lipase inhibitors, primary screen, biochemical, fluorescence, HTS. 340,000 tested, 0.059% active. Diacylglycerol lipase-beta (Homo sapiens), Q8NCG7. AID 504411, 2011. HEK293T DAGLB membrane lysate, EnzChek fluorogenic substrate. inhibition, % at 5.17 µM; in the data active means inhibition above about 34%;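 further: 0% = enzyme with vehicle and 100% = wells lacking enzyme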
# Target sequence (Q8NCG7 whole entry, looked up): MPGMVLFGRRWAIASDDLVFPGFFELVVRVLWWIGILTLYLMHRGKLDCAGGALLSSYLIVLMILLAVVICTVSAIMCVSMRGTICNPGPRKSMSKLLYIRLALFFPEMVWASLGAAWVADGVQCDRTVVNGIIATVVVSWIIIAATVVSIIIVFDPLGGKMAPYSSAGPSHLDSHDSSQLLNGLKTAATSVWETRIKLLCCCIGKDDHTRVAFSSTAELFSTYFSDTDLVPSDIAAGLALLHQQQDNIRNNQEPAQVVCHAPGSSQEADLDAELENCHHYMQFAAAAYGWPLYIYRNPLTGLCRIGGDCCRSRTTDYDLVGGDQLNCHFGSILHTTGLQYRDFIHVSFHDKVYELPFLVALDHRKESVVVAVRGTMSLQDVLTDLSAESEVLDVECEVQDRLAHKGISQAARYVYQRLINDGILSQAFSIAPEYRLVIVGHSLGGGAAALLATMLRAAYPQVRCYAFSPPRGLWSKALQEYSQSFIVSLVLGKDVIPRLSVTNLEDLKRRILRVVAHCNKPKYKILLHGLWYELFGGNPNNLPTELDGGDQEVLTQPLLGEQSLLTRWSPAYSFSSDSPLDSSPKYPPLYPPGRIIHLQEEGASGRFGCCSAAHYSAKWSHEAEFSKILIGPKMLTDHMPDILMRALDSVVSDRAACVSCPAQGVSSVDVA
# HTR5A inv ctr: HTR5A inverse agonists in luminescence cell assay, primary screen, counter-screen for OPRM1-OPRD1 heterodimer inverse agonist project, full-deck HTS; 5-hydroxytryptamine receptor 5A (Homo sapiens), P47898; 340,000 tested, 0.083% active; HTR5A cell line, inverse agonism; inhibition, % at 9.3 µM; in the data active means inhibition mostly above about 23%, no sharp cut-off; inactive means mostly below about 18%;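 further: 0% = cells with DMSO and 100% = no-cell wells with DMSO; some compounds called inactive have numbers as strong as hits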
# V-ATPase pH: regulators of yeast V-ATPase proton pumping, primary screen, pHLuorin cytosolic pH fluorescence | 350,000 tested, 0.37% active | S. cerevisiae | response, % at 10 µM | AID 504577, 2011; in the data active means response mostly above about 7.3%, no sharp cut-off; inactive means mostly below about 5.4%; further: actives read high; inactives centre near 0; some compounds called inactive have numbers as strong as hits; reference of the scale not given here
# MOR-DOR inv ag: inverse agonists of MOR-DOR heterodimerization, primary screen, cell-based, luminescence; inhibition, % at 9.3 µM; Mu-type opioid receptor (Homo sapiens) + Delta-type opioid receptor (Homo sapiens), …; cell-based MOR-DOR heterodimer luminescence, inverse agonism; 340,000 tested, 0.21% active; AID 504357, 2011; in the data active means inhibition above about 22%, passing the limit was not always enough;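 further: 0% = cells with DMSO and 100% = wells without cells with DMSO; values of inactives mirror those of a sister screen read the other way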
# PKA-R2B act: activators of PKA-R2B holoenzyme, primary screen, biochemical, fluorescence polarization, Cy5-IP20, human; cAMP-dependent protein kinase catalytic subunit beta (Homo sapiens) + cAMP-dependent …; PKA-R2B holoenzyme dissociation; R2B truncated from residue 108, S112A mutant; 0% DMSO only, 100% 113 µM cGMP; activation, % at 11.4 µM; 340,000 tested, 0.079% active; AID 504700, 2011;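 active means activation above a cutoff set at the mean over all compounds plus 3 SD, cut at about 18% in these data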;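 further: higher means more holoenzyme dissociation and a rise in polarization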
# Starred values were filed as active, the others as inactive; . = not tested or not shown.
SMILES,DSG3 Ab inh,PKA-R1A act,MOR-DOR ag,HTR5A ag,Arrestin-AP2 inh,DAGLB inhibitor,HTR5A inv ctr,V-ATPase pH,MOR-DOR inv ag,PKA-R2B act
CCOC(=O)c1c(C)[nH]c(C)c1C(=O)COC(=O)/C=C/c1ccc(Cl)cc1,93,-10,6.3,2,-17,-1,-6,1,-38,-9
CCOCCn1c(SCc2c(F)cccc2Cl)nc2c1c(=O)[nH]c(=O)n2C,.,10,1.8,-3,5,-1,10,.,-9,-1
Cc1[nH]n2c(=O)cc(-c3ccc([N+](=O)[O-])cc3)nc2c1-c1ccccc1,101,-10,-4.7,-3,13,48*,2,0,23,-12
CN(CC(=O)Nc1cccc(F)c1)C(=O)CSc1nc2ccccc2s1,100,-13,0.2,1,26,-2,-5,-4,-1,1
CCCNC(=O)c1ccc(N2CCC3(CC2)CC(c2cccc(Br)c2)=NO3)c(NC(=O)c2ccc(Cl)c([N+](=O)[O-])c2)c1,97,-4,-2.9,2,-9,2,-22,-2,13,-25
CCc1nc(N[C@@H](CC(C)C)C(=O)O)c2oc3ccccc3c2n1,106,-6,-0.8,-10,-1,2,-13,3,4,4
O=C(C1CC2C=CC1C2)N1CCN(c2ccccc2)CC1 (configuration not stated),101,-6,-2.7,-2,-21,1,5,-1,15,-3
CCn1ccc(C(=O)NCc2ccc3c(c2)OCO3)n1,112,-7,-2.7,8,29,-1,-21,-3,11,13
O=C(CCC(=O)N1CCN(S(=O)(=O)c2ccc(Cl)cc2)CC1)NCc1ccccc1,103,1,0.6,1,58*,-1,-3,-1,-3,-1
Cc1noc(C)c1C(=O)N1CCCc2ccccc21,91,-1,-1.8,7,9,-1,-17,6,9,5

# Grouped by structure, those above containing a nitro group on carbon
SMILES,DSG3 Ab inh,PKA-R1A act,MOR-DOR ag,HTR5A ag,Arrestin-AP2 inh,DAGLB inhibitor,HTR5A inv ctr,V-ATPase pH,MOR-DOR inv ag,PKA-R2B act
Cc1[nH]n2c(=O)cc(-c3ccc([N+](=O)[O-])cc3)nc2c1-c1ccccc1,101,-10,-4.7,-3,13,48*,2,0,23,-12
CCCNC(=O)c1ccc(N2CCC3(CC2)CC(c2cccc(Br)c2)=NO3)c(NC(=O)c2ccc(Cl)c([N+](=O)[O-])c2)c1,97,-4,-2.9,2,-9,2,-22,-2,13,-25

# Marked active in Arrestin-AP2 inh, of those listed so far:
Molecule,DSG3 Ab inh,PKA-R1A act,MOR-DOR ag,Arrestin-AP2 inh,DAGLB inhibitor,V-ATPase pH,MOR-DOR inv ag,PKA-R2B act
O=C(CCC(=O)N1CCN(S(=O)(=O)c2ccc(Cl)cc2)CC1)NCc1ccccc1,103,1,0.6,58*,-1,-1,-3,-1

# Further structures.
SMILES,DSG3 Ab inh,PKA-R1A act,MOR-DOR ag,HTR5A ag,Arrestin-AP2 inh,DAGLB inhibitor,HTR5A inv ctr,V-ATPase pH,MOR-DOR inv ag,PKA-R2B act
CC1(C)CC(=O)C=C(Nc2ccc(O)cc2)C1,106,0,.,.,.,0,.,2,.,1
CCc1ccc(N(CC)C(=O)c2ccc3c(Cl)c4c(nc3c2)CCC4)cc1,108,-3,2.3,6,13,-6,29,-1,-12,-2
Cc1nn(-c2ccccc2)c(N2CCCC2)c1/C=C1\N=C(c2ccc(OC(C)C)cc2)OC1=O,103,-9,0.3,1,10,33,-2,0,-1,-4
O=C(Cc1ccc(Br)cc1)c1ccc(O)cc1O,100,-3,2.1,1,-2,0,-29,-1,-12,-14
CCn1c(SCC(=O)N2CCN(c3ccccc3)CC2)nnc1-c1ccoc1C,100,1,-1.4,3,0,1,-3,-6,8,6
O=C(Nc1nc2ccc(S(=O)(=O)N3CCCC3)cc2s1)C1CCCO1 (configuration not stated),.,-17,-0.9,2,2,-1,11,-8,5,-4
CC(=O)OC1CC(C)(C)N(OC(=O)CCCN2C(=O)c3ccccc3C2=O)C(C)(C)C1,86,-3,-1.5,-2,10,-5,-9,1,9,2
CC(C)c1ccc2nc(NC(=O)C3CC3)sc2c1,101,-11,2.7,0,11,-4,-3,-4,-16,17
COc1ccc(-c2nc(CS(=O)CC(=O)NC3CCC(C)CC3)c(C)o2)cc1OC (configuration not stated),100,-4,-2.5,2,54*,-2,-11,0,13,3
COc1ccc(OC)c(-n2c(-c3cccc(C)c3)n[nH]c2=S)c1,87,-3,0.7,-2,-4,1,-2,-3,-5,-12
O=C(c1ccccc1Sc1ccc([N+](=O)[O-])cc1)N1CCCCC1,.,-8,-3.2,-4,4,0,-40,4,17,-15
CCC1(c2ccccc2)NC(=O)N(Cc2ccc(C(=O)OC)cc2)C1=O (configuration not stated),87,1,-1.6,2,-1,-1,-18,-3,11,-14
CSCCC1NC2(C(=O)Nc3c(Cl)cccc32)[C@@H]2C(=O)N(C3CCCC3)C(=O)[C@H]12 (some centres not stated),116,-7,1.2,-4,5,2,11,0,-6,5
COc1ccccc1CNC(=O)CCC(=O)N1CC(C)Sc2ccccc21 (configuration not stated),112,-2,-2.3,-3,11,-5,8,2,11,-6
O=C(CSc1nc(O)cc(=O)n1-c1ccccc1)Nc1nc2ccccc2s1,108,7,0.7,0,-20,20,-14,1,-4,3
CC(NC(=S)Nc1cccc(F)c1)C(c1cccs1)N1CCOCC1 (configuration not stated),100,6,0.3,4,30,-1,-10,1,-2,-2
CCOc1ccc(CNn2nnnc2N)cc1,103,-10,-1.8,-5,3,1,-28,2,10,-2
COc1ccc(/C=N/NC(=O)c2ccc(NC(=O)c3ccccc3Br)cc2)cc1,107,-8,-2.6,7,9,0,1,1,13,-6
C=CCn1c(=O)c2c(nc(Br)n2Cc2ccccc2Cl)n(C)c1=O,94,1,-2.1,-1,8,-2,5,1,12,-6
CCCCN(CC)CCCNC(=S)Nc1ccc2nc(N3CCN(C)CC3)cc(C)c2c1,105,7,0.2,4,-3,3,-10,-1,-1,1

# Gathered by group, those above containing a furan ring, fused or not
SMILES,DSG3 Ab inh,PKA-R1A act,MOR-DOR ag,HTR5A ag,Arrestin-AP2 inh,DAGLB inhibitor,HTR5A inv ctr,V-ATPase pH,MOR-DOR inv ag,PKA-R2B act
CCc1nc(N[C@@H](CC(C)C)C(=O)O)c2oc3ccccc3c2n1,106,-6,-0.8,-10,-1,2,-13,3,4,4
CCn1c(SCC(=O)N2CCN(c3ccccc3)CC2)nnc1-c1ccoc1C,100,1,-1.4,3,0,1,-3,-6,8,6

# Going on with the list:
SMILES,DSG3 Ab inh,PKA-R1A act,MOR-DOR ag,HTR5A ag,Arrestin-AP2 inh,DAGLB inhibitor,HTR5A inv ctr,V-ATPase pH,MOR-DOR inv ag,PKA-R2B act
COc1ccc2cc3c(N)nn(C(=O)Cc4ccc(Cl)cc4)c3nc2c1,104,-1,4.5,7,-3,2,-18,2,-25,11
CCOC(=O)N1CCN(C(=O)C(=O)Nc2sc3c(c2C(=O)O)CC(C)(C)OC3)CC1,103,-4,0.2,2,0,1,-8,-1,-1,-3
C#CCOCCOCCOCCNc1nc(N2CCN(C(=O)[C@H](CCC(=O)O)n3cc(CN)nn3)CC2)nc(N2CCN(C(=O)[C@H](CCC(=O)O)n3cc(CN)nn3)CC2)n1,102,-5,-0.7,4,8,-3,-15,-3,3,0
COc1ccc(C)cc1NCc1cc(=O)oc2cc(-c3ccccc3)c(O)cc12,98,5,4.8,8,19,1,-11,3,-24,6
CC(C)C[C@H](CO)N(Cc1ccccc1)S(=O)(=O)N(Cc1ccccc1)[C@@H](CO)CC(C)C,.,3,8.7,2,12,-6,-20,0,-49,-4
COc1ccc(CC(=O)OCC(=O)Nc2cccnc2Cl)cc1OC,97,-18,0.5,1,-7,-3,-2,1,-2,3
Cc1sc2ncnc(N3CCN(Cc4ccccc4)CC3)c2c1-c1ccc(F)cc1,98,2,-2.5,-1,-2,0,-2,2,15,-5
CN(C)/C=C1\C(=O)Nc2ccccc21,104,-14,-1.2,-4,24,2,8,-1,6,4
C/C=C(\C)CN1CCC(n2nccc2NC(=O)c2ccc3c(c2)OCO3)CC1,95,-16,-1.5,0,3,2,-12,0,8,-14
Cc1cccc(NC(=O)CN2C(=O)c3ccccc3C2=O)c1C,100,-11,-1.7,6,-7,0,-16,3,10,-2
COc1cccc(-c2ccc3c(c2)O[C@@H](CN(C)Cc2cncnc2)[C@@H](C)CN([C@H](C)CO)S3(=O)=O)c1,.,-8,.,.,.,-1,.,0,.,-17
N#C/C(=C\C1CC=CCC1)c1nc2ccccc2[nH]1 (configuration not stated),102,2,3.0,4,8,-1,-10,-1,-13,10
COC(=O)C1(NC(=O)NC23CC4CC(CC(C4)C2)C3)CCCCC1,102,-4,-0.8,0,3,-3,11,-1,4,-1
COC(=O)c1ccc(COc2c(F)c(F)cc(F)c2F)o1,95,-7,0.5,-1,10,-7,5,1,-2,-1
COc1ccc(-c2c(C)nc(N)nc2-c2ccc(OC)cc2O)cc1,104,-3,-0.1,0,34,-3,-1,-3,0,-5
CSc1ccccc1NC(=O)CN(C)CC(=O)NCc1ccccc1,.,-4,-1.9,-2,-1,-1,25,-1,9,-6
Cc1ccc(-n2nc3c([n+]2[O-])CCc2c-3no[n+]2[O-])cc1,98,-1,-2.5,-2,-2,-6,15,3,13,-10
Cc1cccc(OCC(=O)NNC(=O)c2cc(S(=O)(=O)N(C)C)ccc2N2CCCC2)c1,97,-6,-3.1,-4,4,0,9,5,13,-2
O=C(O)[C@@H]1Cc2c([nH]c3ccccc23)C2CCC(=O)N21 (some centres not stated),98,-1,-3.9,1,1,0,-5,3,18,7
COc1ccc(N2CCN(C(=O)c3cccc(N4C(=O)C5CC=CC(C)C5C4=O)c3)CC2)cc1 (configuration not stated),101,-1,-1.7,3,-7,-1,-11,1,9,8
Cc1ccc(N(CC(=O)N2CCOCC2)S(C)(=O)=O)cc1C,118,6,1.1,5,3,2,-14,0,-5,-1

# Source: PubChem (several laboratories)
